bIAP inh: blocks bovine intestinal alkaline phosphatase activity; purified bovine IAP, CDP-star luminescence, 30 min; 190,000 tested, under 10 active; AID 1019; inhibition, % at 20 µM;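 active = over 50% inhibition of intestinal alkaline phosphatase at 20 µM in the single-dose screen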
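Incubation: 30 min reaction at room temperature / Material: purified bovine intestinal alkaline phosphatase (IAP) enzyme / Input: enzyme at 1/65,000,000 dilution / Dosing: 20 µM single dose / Signal: CDP-star luminescence signal / Reagent: CDP-star chemiluminescent phosphatase substrate, 30 µM final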
PPARg SRC1 recr: PPARgamma-driven SRC-1 recruitment agonism | activation, % at 8 µM | PPARgamma-SRC-1 coactivator recruitment biochemical assay | P37231 | AID 631 | actives 0.41% (n = 200,000); in the data active = activation above about 19%;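 note: 0% = DMSO and 100% = reference agonist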
Target sequence (P37231 whole entry, looked up): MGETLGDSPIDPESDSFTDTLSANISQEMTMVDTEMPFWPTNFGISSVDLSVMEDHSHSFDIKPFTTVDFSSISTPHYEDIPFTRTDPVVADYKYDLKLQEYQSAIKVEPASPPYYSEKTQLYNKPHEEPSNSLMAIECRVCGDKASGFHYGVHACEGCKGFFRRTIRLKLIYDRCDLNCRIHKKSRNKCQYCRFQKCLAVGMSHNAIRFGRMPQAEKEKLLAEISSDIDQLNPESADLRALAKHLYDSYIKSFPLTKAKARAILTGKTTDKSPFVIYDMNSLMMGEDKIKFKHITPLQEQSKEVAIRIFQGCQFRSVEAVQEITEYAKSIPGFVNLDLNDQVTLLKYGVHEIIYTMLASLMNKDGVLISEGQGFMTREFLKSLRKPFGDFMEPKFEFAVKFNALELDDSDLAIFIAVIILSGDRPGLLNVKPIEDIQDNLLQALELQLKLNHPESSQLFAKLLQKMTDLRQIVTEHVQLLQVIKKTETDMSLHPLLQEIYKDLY
PPARg SRC3 recr: PPARgamma-driven SRC-3 recruitment agonism; P37231; biochemical PPARgamma/SRC-3 coactivator recruitment assay; activation, % at 8 µM; actives 0.26% (n = 200,000); AID 731; in the data active = activation above about 23%;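 note: 0% = DMSO and 100% = reference agonist; some compounds past the cut are filed as inactive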
PPARg SRC-2 ag: PPARgamma-driven SRC-2 recruitment agonism | actives 0.34% (n = 200,000) | PPARgamma LBD-SRC-2 recruitment, biochemical | activation, % at 8 µM | P37231 | AID 1032; in the data active = activation above about 22%;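 note: 0% = vehicle and 100% = reference agonist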
STAT3 activator: increases IL-6 driven STAT3 reporter signal. activation (% of control), % at 5.6 µM. U3A cells, IL-6 STAT3-luciferase reporter, luminescence; 100% = signal with IL-6 EC80 alone. actives 0.91% (n = 190,000);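 active = activation above the screen-wide mean of compound activation plus 3 SD, cut at about 130% in these data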;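 note: 0% = background luminescence of wells with medium and substrate only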
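Material: STAT3-luciferase reporter U3A cells. Controls: IL-6-treated wells, 100% activation. Read-out: % activation versus median of IL-6-stimulated wells. Probe or stimulus: IL-6 stimulus at 33 ng/mL final. Timing: compound 1 h, then IL-6 6 h at 37 °C. Signal: reporter luminescence signal.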
STAT3 blocker: STAT3 signaling inhibition. actives 0.89% (n = 190,000). U3A cells, IL-6 STAT3-luciferase reporter, luminescence; host cell line lacks STAT1. inhibition, % at 5.5 µM. AID 862;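 active = inhibition above the mean inhibition across all screened compounds plus 3 SD, cut at about 44% in these data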;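 note: 0% = DMSO only wells and 100% = 100 µM nifuroxazide control wells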
TR-FRET SRC-2 ct: counter-screen for PPARgamma SRC-2 recruitment agonists: TR-FRET artefact; stronger effect = higher value; TR-FRET ratio at 8 µM; actives 0.4% (n = 200,000); in the data active = TR-FRET ratio above about 2000; note: inactives centre near 1500
bIAP activator: increases bovine intestinal alkaline phosphatase activity | purified bovine IAP, CDP-star luminescence, 30 min; stronger effect = higher value; fold of DMSO-control signal, blank-subtracted | activation factor at 20 µM | actives 0.17% (n = 200,000) | AID 1016;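 active = activation factor of 2 or more at 20 µM, a signal rise over negative controls twice the positive control's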
TNAP act hi DEA: activators of human TNAP at high phosphate acceptor concentration; P05186; purified TNAP, CDP-star luminescence, 1 M DEA, 30 min; stronger effect = higher value; 0 = EDTA background, 1 = DMSO-only activity; activation factor at 20 µM; 200,000 tested, under 10 active;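 active = activation factor at least 2 at 20 µM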
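Dosing: 20 µM single point. System: human TNAP. Amount: TNAP 1/800 final. Incubation: 30 min, room temperature. Read-out: TNAP activation factor scaled between EDTA and DMSO control wells. Signal: luminescence from CDP-star hydrolysis. Medium: 1 M DEA, pH 9.8, Mg2+, Zn2+. Control set: EDTA negative control, DMSO positive control.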
STAT1 inh: reduces IFN-gamma driven STAT1 reporter signal | NIH 3T3 STAT1-luciferase reporter, luminescence | actives 0.35% (n = 200,000) | inhibition, % at 5.5 µM | AID 920;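 active = inhibition above a set limit, the mean inhibition across all tested compounds plus 3 SD, cut at about 34% in these data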;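 note: 0% = IFN-gamma with DMSO and 100% = IFN-gamma with 300 µM nifuroxazide; values of inactives mirror those of a sister screen read the other way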
ROMK mod: human ROMK K+ channel modulation, primary screen; Tet-inducible ROMK, thallium flux fluorescence; actives lie on both sides; actives 2% (n = 130,000); B-score at 10 µM; P48048;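 active = signal ratio slope over the read window, or its plate-corrected B-score, at least 3 SD from the plate mean, either direction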;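 note: B-score of the F/F0 ratio slope over 7 to 12 s after thallium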
Target sequence (P48048 whole entry, looked up): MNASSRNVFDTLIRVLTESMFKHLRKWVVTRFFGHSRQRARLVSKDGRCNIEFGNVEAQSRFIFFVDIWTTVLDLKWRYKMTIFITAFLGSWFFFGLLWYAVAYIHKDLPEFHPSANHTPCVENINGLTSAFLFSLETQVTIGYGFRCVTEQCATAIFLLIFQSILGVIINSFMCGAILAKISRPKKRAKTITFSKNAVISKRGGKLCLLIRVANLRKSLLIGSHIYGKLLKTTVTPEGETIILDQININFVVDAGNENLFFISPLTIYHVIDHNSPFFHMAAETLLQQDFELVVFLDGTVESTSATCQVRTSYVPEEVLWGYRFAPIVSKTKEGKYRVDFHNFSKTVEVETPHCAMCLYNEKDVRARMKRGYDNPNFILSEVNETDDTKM
* hit, by the source's call. No enrichment for hits (roughly 3.7% active in at least one column).

`O=C(CSc1nnnn1-c1ccccc1F)NNC(=O)c1ccco1` gave bIAP inh -31, PPARg SRC1 recr 0, PPARg SRC3 recr 2, PPARg SRC-2 ag 3, STAT3 activator 98, STAT3 blocker 5, TR-FRET SRC-2 ct 1576, bIAP activator 1.3, TNAP act hi DEA 1, STAT1 inh 9 and ROMK mod -0.29.
Screening CC(C)(C)C(=O)Cn1ncc(Br)c(Br)c1=O returned bIAP inh -2, PPARg SRC1 recr 1, PPARg SRC3 recr -3, PPARg SRC-2 ag -1, STAT3 activator 101, STAT3 blocker 6, TR-FRET SRC-2 ct 1459, bIAP activator 1, TNAP act hi DEA 1.1, STAT1 inh 4 and ROMK mod 1.
Screening Cc1ccc(/C=C/c2nnc(-c3ccccc3)o2)cc1 returned bIAP inh 0, PPARg SRC1 recr -3, PPARg SRC3 recr 3, PPARg SRC-2 ag 9, STAT3 activator 78, STAT3 blocker 32, TR-FRET SRC-2 ct 1770, bIAP activator 1, TNAP act hi DEA 1.1, STAT1 inh -7 and ROMK mod 0.13.
COc1ccccc1N1CCN(C(=O)CN2C(=O)C3CCCCC3C2=O)CC1 (centres undefined) was read as bIAP inh 0, PPARg SRC1 recr -3, PPARg SRC3 recr 2, PPARg SRC-2 ag 11, STAT3 activator 100, STAT3 blocker 3, TR-FRET SRC-2 ct 1505, bIAP activator 1, TNAP act hi DEA 1, STAT1 inh -15 and ROMK mod 0.22.
Screening CCOC(=O)C1CCN(C(=O)COc2ccc(S(=O)(=O)N3CCCC3)cc2C)CC1 returned bIAP inh -14, PPARg SRC1 recr -4, PPARg SRC3 recr 0, PPARg SRC-2 ag 3, STAT3 activator 104, STAT3 blocker 2, TR-FRET SRC-2 ct 1507, bIAP activator 1.1, TNAP act hi DEA 1, STAT1 inh 4 and ROMK mod 0.26.
Screening COc1ccc2nc(N3CCC(O)CC3)c(C#N)cc2c1 returned bIAP inh -44, PPARg SRC1 recr -4, PPARg SRC3 recr -1, PPARg SRC-2 ag -2, STAT3 activator 103, STAT3 blocker 2, TR-FRET SRC-2 ct 1490, bIAP activator 1.4, TNAP act hi DEA 1 and STAT1 inh -6.
Screening O=S(Cc1ccc(Br)cc1)Cc1nnc(SCc2c(F)cccc2Cl)n1-c1ccccc1 (centres undefined) returned bIAP inh 4, PPARg SRC1 recr 4, PPARg SRC3 recr 3, PPARg SRC-2 ag 13, STAT3 activator 88, STAT3 blocker 20, TR-FRET SRC-2 ct 1804, bIAP activator 1, TNAP act hi DEA 1.1, STAT1 inh 3 and ROMK mod -1.3.
O=C1c2ccccc2C(=O)N1CC(=O)N1c2ccccc2CCc2ccccc21 was read as bIAP inh 5, PPARg SRC1 recr 6, PPARg SRC3 recr -2, PPARg SRC-2 ag 1, STAT3 activator 97, STAT3 blocker 10, TR-FRET SRC-2 ct 1467, bIAP activator 0.9, TNAP act hi DEA 1.1, STAT1 inh 0 and ROMK mod 0.4.
Screening O=C(NCc1ccc(Cl)cc1)C(=O)NCC1OCCN1C(=O)c1cccs1 (centres undefined) returned PPARg SRC1 recr 8, PPARg SRC3 recr -3, PPARg SRC-2 ag -7, STAT3 activator 99, STAT3 blocker 4, TR-FRET SRC-2 ct 1520, bIAP activator 0.4, TNAP act hi DEA 1 and STAT1 inh -3.
`COc1ccc(-c2nc3scc(-c4ccc(OC)c(OC)c4)c3c(=O)o2)cc1` gave bIAP inh 0, PPARg SRC1 recr 8, PPARg SRC3 recr 3, PPARg SRC-2 ag -4, STAT3 activator 96, STAT3 blocker 12, TR-FRET SRC-2 ct 1458, bIAP activator 1, TNAP act hi DEA 1.1, STAT1 inh 5 and ROMK mod 0.26.
`CC(C)(C)N(Cc1cc2ccccc2[nH]c1=O)C(=O)c1ccco1` gave bIAP inh -20, PPARg SRC1 recr 13, PPARg SRC3 recr 3, PPARg SRC-2 ag -1, STAT3 activator 103, STAT3 blocker -2, TR-FRET SRC-2 ct 1466, bIAP activator 1.2, TNAP act hi DEA 1, STAT1 inh 3 and ROMK mod -1.3.
COC(=O)C1=C2SC(C)C(=O)N2C(N)=C(C#N)C1c1ccc(OC)c(OC)c1 (centres undefined) was read as bIAP inh -1, PPARg SRC1 recr 15, PPARg SRC3 recr 11, PPARg SRC-2 ag 6, STAT3 activator 103, STAT3 blocker 2, TR-FRET SRC-2 ct 1762, bIAP activator 1, TNAP act hi DEA 1 and STAT1 inh 10.
`Cc1ccc(C(=O)COC(=O)CNC(=O)CNC(=O)c2ccc(C)cc2)cc1` gave bIAP inh -6, PPARg SRC1 recr -5, PPARg SRC3 recr -4, PPARg SRC-2 ag 12, STAT3 activator 104, STAT3 blocker 4, TR-FRET SRC-2 ct 1456, bIAP activator 1.1, TNAP act hi DEA 1, STAT1 inh 4 and ROMK mod -0.094.
Screening CCC(=O)NC(=S)Nc1cccc(NC(=O)c2ccccc2Cl)c1 returned bIAP inh -2, PPARg SRC1 recr 7, PPARg SRC3 recr 9, PPARg SRC-2 ag 2, STAT3 activator 91, STAT3 blocker 14, TR-FRET SRC-2 ct 1488, bIAP activator 1, TNAP act hi DEA 1 and STAT1 inh 6.
Screening Cc1ccc(-n2c(N)c(C(=O)Nc3ccccc3F)sc2=S)cc1C returned bIAP inh 11, PPARg SRC1 recr -6, PPARg SRC3 recr 5, PPARg SRC-2 ag 8, STAT3 activator 86, STAT3 blocker 25, TR-FRET SRC-2 ct 1768, bIAP activator 0.9, TNAP act hi DEA 1, STAT1 inh 1 and ROMK mod 0.77.
`Oc1ccc(Cl)cc1-c1cc(-c2ccco2)[nH]n1` gave bIAP inh -11, PPARg SRC1 recr 4, PPARg SRC3 recr -9, PPARg SRC-2 ag -4, STAT3 activator 134*, STAT3 blocker -39, TR-FRET SRC-2 ct 1386, bIAP activator 1.1, TNAP act hi DEA 1 and STAT1 inh -12.
Screening COc1ccc(C(CC(=O)O)NC(=O)c2ccccc2[N+](=O)[O-])cc1 (centres undefined) returned bIAP inh 4, PPARg SRC1 recr 6, PPARg SRC3 recr -2, PPARg SRC-2 ag 7, TR-FRET SRC-2 ct 1458, bIAP activator 1, TNAP act hi DEA 1 and STAT1 inh 8.
Screening CCOc1ccc(-c2nnn(CC(=O)N3CCN(c4ccc(F)cc4)CC3)n2)cc1OCC returned bIAP inh -1, PPARg SRC1 recr -4, PPARg SRC3 recr -6, PPARg SRC-2 ag 1, STAT3 activator 101, STAT3 blocker 2, TR-FRET SRC-2 ct 1501, bIAP activator 1, TNAP act hi DEA 1 and STAT1 inh -9.
`C=CCn1c(COc2ccccc2)nnc1SCC(=O)N/N=C/c1cc(Cl)ccc1O` gave bIAP inh 7, PPARg SRC1 recr -4, PPARg SRC3 recr 3, PPARg SRC-2 ag 8, STAT3 activator 103, STAT3 blocker 2, TR-FRET SRC-2 ct 1696, bIAP activator 0.9, TNAP act hi DEA 1.1, STAT1 inh 3 and ROMK mod 0.79.
`O=C1OCCC1Sc1nnc(-c2ccc3c(c2)OCO3)o1` (centres undefined) gave bIAP inh -14, PPARg SRC1 recr 6, PPARg SRC3 recr 3, PPARg SRC-2 ag 4, STAT3 activator 98, STAT3 blocker 8, TR-FRET SRC-2 ct 1577, bIAP activator 1.1, TNAP act hi DEA 1, STAT1 inh 25 and ROMK mod -0.4.
For CC(NC(=O)c1ccc(Br)s1)C1CCCO1 (centres undefined) the results were bIAP inh -6, PPARg SRC1 recr 0, PPARg SRC3 recr -10, PPARg SRC-2 ag 6, STAT3 activator 97, STAT3 blocker 10, TR-FRET SRC-2 ct 1399, bIAP activator 1.1, TNAP act hi DEA 1, STAT1 inh -9 and ROMK mod -0.046.
`CN1CCN(CCCNC(=O)c2ccc(/C=C3/Sc4ccccc4N(Cc4cccc(Cl)c4)C3=O)cc2)CC1` gave bIAP inh 2, PPARg SRC1 recr -6, PPARg SRC3 recr -3, PPARg SRC-2 ag 4, STAT3 activator 100, STAT3 blocker 11, TR-FRET SRC-2 ct 1555, bIAP activator 1, TNAP act hi DEA 1, STAT1 inh -5 and ROMK mod -0.98.
For Cc1cc(OCC(=O)O)c2ccccc2n1 the results were bIAP inh 7, PPARg SRC1 recr 9, PPARg SRC3 recr -1, PPARg SRC-2 ag 1, STAT3 activator 94, STAT3 blocker 12, TR-FRET SRC-2 ct 1660, bIAP activator 0.9, TNAP act hi DEA 1 and STAT1 inh 2.
Cc1cc(=O)[nH]c2n[nH]c(-c3ccccc3)c12 was read as bIAP inh 9, PPARg SRC1 recr 14, PPARg SRC3 recr -3, PPARg SRC-2 ag 5, STAT3 activator 103, STAT3 blocker 0, TR-FRET SRC-2 ct 1564, bIAP activator 0.9, TNAP act hi DEA 1.1, STAT1 inh -19 and ROMK mod -1.1.
For CCN=C1SC(C(=O)Nc2cccc(OCC)c2)CC(=O)N1CC (centres undefined) the results were bIAP inh 5, PPARg SRC1 recr 3, PPARg SRC3 recr -8, PPARg SRC-2 ag 1, STAT3 activator 99, STAT3 blocker 8, TR-FRET SRC-2 ct 1644, bIAP activator 1, TNAP act hi DEA 1.1, STAT1 inh 7 and ROMK mod -0.23.
For COc1cc(C(=O)Nc2c(C)cc(C)cc2C)c(-n2cnnn2)cc1OC the results were bIAP inh -1, PPARg SRC1 recr 9, PPARg SRC3 recr -2, PPARg SRC-2 ag 6, STAT3 activator 96, STAT3 blocker 11, TR-FRET SRC-2 ct 1497, bIAP activator 1, TNAP act hi DEA 1.1, STAT1 inh 3 and ROMK mod -0.88.
For O=C(CCCNS(=O)(=O)c1ccc(Cl)c(Cl)c1)NCCc1ccccn1 the results were bIAP inh -15, PPARg SRC1 recr -1, PPARg SRC3 recr 3, PPARg SRC-2 ag 2, STAT3 activator 106, STAT3 blocker -6, TR-FRET SRC-2 ct 1557, bIAP activator 1.1, TNAP act hi DEA 1, STAT1 inh 0 and ROMK mod 0.46.
For COc1cc(S(=O)(=O)N2CCC(N3CCCCC3)CC2)ccc1-n1cnnn1 the results were bIAP inh 3, PPARg SRC1 recr 0, PPARg SRC3 recr 1, PPARg SRC-2 ag 11, STAT3 activator 96, STAT3 blocker 5, TR-FRET SRC-2 ct 1789, bIAP activator 1, TNAP act hi DEA 1 and STAT1 inh -12.

Reprinted at random: 2 compounds from above.
Screening Cc1ccc(-n2c(N)c(C(=O)Nc3ccccc3F)sc2=S)cc1C returned bIAP inh 11, PPARg SRC1 recr -6, PPARg SRC3 recr 5, PPARg SRC-2 ag 8, STAT3 activator 86, STAT3 blocker 25, TR-FRET SRC-2 ct 1768, bIAP activator 0.9, TNAP act hi DEA 1, STAT1 inh 1 and ROMK mod 0.77.
`CN1CCN(CCCNC(=O)c2ccc(/C=C3/Sc4ccccc4N(Cc4cccc(Cl)c4)C3=O)cc2)CC1` gave bIAP inh 2, PPARg SRC1 recr -6, PPARg SRC3 recr -3, PPARg SRC-2 ag 4, STAT3 activator 100, STAT3 blocker 11, TR-FRET SRC-2 ct 1555, bIAP activator 1, TNAP act hi DEA 1, STAT1 inh -5 and ROMK mod -0.98.

Screens from PubChem.
